Mdm2-MdmX inh – inhibitors of human Mdm2-MdmX association, primary screen, cell-based, luminescence, split luciferase, SaOS-2, uHTS; Protein Mdm4 (Homo sapiens) + E3 ubiquitin-protein ligase Mdm2 (Homo sapiens), …; AID 485346, 2010; SaOS-2 split-luciferase Mdm2/MdmX complementation; hit rate 3% among 330,000; inhibition, % at 8 µM;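 active means inhibition of at least 50% at 8 µM in the primary screen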
CHOP UPR activ – activators of apoptotic CHOP UPR arm, primary screen, cell-based, CHO-CHOP luciferase reporter, luminescence, uHTS; UPR activation; percent of tunicamycin response over DMSO baseline; activation, % at 10 µM; hit rate 0.34% among 330,000; AID 449763, 2010;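 active means at 10 µM dose, activation of 40% or more, normalized to positive control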;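 further: 100% = tunicamycin at 10 µg/mL and 0% = DMSO alone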
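Material: CHO-CHOP cells, stable luciferase reporter of PERK-eIF2a-CHOP signalling; quantity: 500 reporter cells seeded per well; buffer or medium: F12 medium containing 10% fetal bovine serum; compound: one dose, 10 µM in 0.5% DMSO; incubation: 6 h compound treatment, 37 °C; measured by: Steady-Glo luciferase luminescence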
Jurkat NFkB inh – inhibitors of induced NF-kB luciferase reporter, primary screen, TCR NF-kB activation inhibitor project, cell-based, luminescence, uHTS | Jurkat, PMA/ionomycin-induced NF-kB luciferase reporter | inhibition, % at 4 µM | hit rate 0.53% among 330,000; in the data active means inhibition above about 50%
697 NFkB inh – inhibitors of PMA/ionomycin-induced NF-kB reporter, 697 cells, primary screen, B-cell NF-kB inhibitor project, cell-based, luminescence, uHTS; 697 B-cell NF-kB luciferase reporter, 16 h; inhibition, % at 4 µM; hit rate 0.33% among 330,000; AID 435022, 2010; in the data active means inhibition above about 35%
Gli-Sufu antag – Gli-Sufu pathway antagonists, primary screen, luciferase luminescence, Sufu-KO-LIGHT cells, uHTS; Sufu-KO-LIGHT fibroblasts, Gli luciferase reporter luminescence; hit rate 0.74% among 340,000; inhibition, % at 5 µM; AID 588413, 2011;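 active means inhibition above about 55%, limit read from the data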;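 further: 0% = DMSO-treated cells and 100% = wells with medium but no cells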
EBI2 antag – EBI2 receptor antagonists, beta-arrestin recruitment, primary screen, cell-based, luminescence, 7a,25-OHC stimulation, uHTS; 7a,25-OHC stimulated; hit rate 0.81% among 360,000; inhibition, % at 5 µM; AID 651636, 2012; G-protein coupled receptor 183 (Homo sapiens), P32249; in the data active means inhibition above about 38%;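 further: enzyme fragment complementation signal reports receptor beta-arrestin coupling in cells; 0% = agonist plus DMSO wells and 100% = wells without agonist; some results beyond the cut were filed as inactive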
Target sequence (P32249 whole entry, looked up, the tested form may be a part): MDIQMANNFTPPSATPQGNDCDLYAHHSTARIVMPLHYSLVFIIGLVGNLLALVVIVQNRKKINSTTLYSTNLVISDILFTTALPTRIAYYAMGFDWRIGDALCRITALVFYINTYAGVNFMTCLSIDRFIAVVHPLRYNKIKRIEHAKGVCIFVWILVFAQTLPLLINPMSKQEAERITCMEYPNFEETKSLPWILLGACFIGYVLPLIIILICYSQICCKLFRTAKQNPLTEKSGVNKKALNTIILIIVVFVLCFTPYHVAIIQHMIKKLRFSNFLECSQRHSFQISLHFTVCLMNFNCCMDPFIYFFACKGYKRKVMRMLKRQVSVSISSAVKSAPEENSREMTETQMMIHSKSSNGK
CCR6 antagonist – CCR6 receptor antagonists, primary screen, cell-based, CHO-K1, luminescence, beta-arrestin, uHTS | C-C chemokine receptor type 6 (Homo sapiens), P51684 | CHO-K1 CCR6 PathHunter beta-arrestin, CCL20-stimulated | inhibition, % at 20 µM | hit rate 0.49% among 340,000 | AID 493098, 2011;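 active means compounds whose inhibition of the agonist-driven luminescence signal at 20 µM reaches about 50%, limit read from the data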;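 further: cells stimulated with CCL20 at 14 nM final; plate controls were DMSO with CCL20 for no effect and DMSO without agonist for full effect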
Target sequence (P51684 whole entry, looked up): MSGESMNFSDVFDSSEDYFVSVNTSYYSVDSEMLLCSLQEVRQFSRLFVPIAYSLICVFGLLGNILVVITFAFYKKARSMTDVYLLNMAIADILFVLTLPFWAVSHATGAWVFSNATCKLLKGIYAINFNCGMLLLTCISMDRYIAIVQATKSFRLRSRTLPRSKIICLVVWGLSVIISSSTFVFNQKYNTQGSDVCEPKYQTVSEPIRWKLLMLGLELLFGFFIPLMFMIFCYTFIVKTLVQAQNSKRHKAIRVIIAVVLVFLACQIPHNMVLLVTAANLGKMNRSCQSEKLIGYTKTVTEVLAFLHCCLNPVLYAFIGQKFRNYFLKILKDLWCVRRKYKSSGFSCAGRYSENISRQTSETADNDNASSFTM
CXCR6 block – CXCR6 receptor inhibitors, primary screen, cell-based, beta-arrestin, luminescence, CHO-K1 PathHunter, 1536-well | C-X-C chemokine receptor type 6 (Homo sapiens), O00574 | inhibition, % at 20 µM | hit rate 0.36% among 360,000 | AID 602244, 2012; in the data active means inhibition above about 34%, passing the limit was not always enough;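 further: antagonist mode with CXCL16 agonist at 10 nM final; 0% = 10 nM CXCL16 with DMSO and 100% = unstimulated wells without agonist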
UPR XBP1 act – activators of adaptive XBP1 UPR arm, primary screen, cell-based, CHO-XBP1 luciferase reporter, luminescence, uHTS; IRE1-XBP1 UPR activation; percent of tunicamycin response, DMSO as zero; hit rate 0.33% among 330,000; AID 463104, 2010; activation, % at 20 µM;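 active means versus positive control, 20 µM dose yields 30% or more activation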;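 further: 100% = tunicamycin at 10 µg/mL and 0% = DMSO only wells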
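Material: CHO cell line with stable XBP1 luciferase reporter; schedule: 16-18 h cell attachment at 37 °C, then 6 h compound exposure; signal: glow luminescence from Steady-Glo reagent; medium: serum-containing F12 medium, 10% FBS; benchmarks: tunicamycin 10 µg/mL and vehicle-only wells; read-out: percent activation relative to tunicamycin reference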
* marks the source's active call; other numbers are inactive results; · = no result given.

SMILES	Mdm2-MdmX inh	CHOP UPR activ	Jurkat NFkB inh	697 NFkB inh	Gli-Sufu antag	EBI2 antag	CCR6 antagonist	CXCR6 block	UPR XBP1 act
C=CCn1c(SCC(=O)NCc2ccccc2)nnc1-c1ccccc1O	-8	-3.2	-9	-2	2	-7	6	-2	-2
O=C(Nc1cccnc1)Nc1ccccn1	3	-1.2	5	4	-7	1	2	-7	-4
COC(=O)c1ccccc1NC(=S)NC(=O)COc1ccccc1	18	2.0	2	3	2	-6	8	7	0
CC1CCN(C(=O)CCCNC(=O)Cn2cnc3sc4c(c3c2=O)CCCC4)CC1	-2	1.2	-4	0	-2	-7	6	8	2
O=C(OCCN1CCN(C2=NS(=O)(=O)c3ccccc32)CC1)c1cccc(Br)c1	-13	-0.2	10	19	0	-7	4	-2	-5
C=CCN(C(=O)Nc1ccc2c(c1)nc(C)n2C)c1ccccc1	-17	4.3	-1	-15	-21	-1	16	-5	1
COc1ccc(NC(=S)NC(NC(=O)CCl)C(Cl)(Cl)Cl)c([N+](=O)[O-])c1 (stereo unspecified)	28	-1.6	-2	12	-1	-12	-20	-4	-2
CC(=O)Nc1ccc(NC(=O)C(C)OC(=O)COc2ccc(Nc3ccccc3)cc2)cc1 (stereo unspecified)	-9	0.1	4	5	-2	-6	1	-28	-1
Cc1cccc(-c2n[nH]c(=S)n2Cc2ccccc2)c1	-13	2.6	-2	-9	1	10	-9	1	-1
Cc1ccc(C)c(N2CCN(S(=O)(=O)c3cccc4cccnc34)CC2)c1	3	-0.4	-14	3	1	10	14	3	-2
CC1Sc2ccc(S(=O)(=O)CCC(=O)NCc3ccccc3)cc2NC1=O (stereo unspecified)	15	0.0	-1	14	-3	-2	-8	0	-3
Clc1ccc(-c2n[nH]c3c2CCCC3)cc1	-3	2.3	-15	-49	-16	0	0	4	15
COc1ccc(OC)c(Nc2nc(NCCCN(C)C)nc(N)c2[N+](=O)[O-])c1	42	2.0	-16	13	3	-1	16	-6	13
NNc1ccc2c(C(F)(F)F)cc(C(F)(F)F)nc2n1	29	-0.9	9	14	-17	-5	44	26	-4
O=C(NC1CCCC1)c1cc(-c2ccc(F)cc2)on1	-117	5.7	-143	-90	-38	-5	12	5	-1

Just CCR6 antagonist, for some of the entries so far:
| molecule | CCR6 antagonist |
| --- | --- |
| O=C(Nc1cccnc1)Nc1ccccn1 | 2 |
| Cc1cccc(-c2n[nH]c(=S)n2Cc2ccccc2)c1 | -9 |
| C=CCN(C(=O)Nc1ccc2c(c1)nc(C)n2C)c1ccccc1 | 16 |
| NNc1ccc2c(C(F)(F)F)cc(C(F)(F)F)nc2n1 | 44 |
| CC1Sc2ccc(S(=O)(=O)CCC(=O)NCc3ccccc3)cc2NC1=O (stereo unspecified) | -8 |

More results follow.
SMILES	Mdm2-MdmX inh	CHOP UPR activ	Jurkat NFkB inh	697 NFkB inh	Gli-Sufu antag	EBI2 antag	CCR6 antagonist	CXCR6 block	UPR XBP1 act
NC(=O)C(CCC(=O)c1ccc(Br)cc1)S(=O)(=O)c1ccccc1 (stereo unspecified)	13	0.1	-1	9	2	2	13	0	-2
COc1ccc(S(=O)(=O)N2CCOCC2)cc1NC(=O)CN1CCCc2ccccc21	16	0.0	5	-11	-1	0	15	0	-4
COc1cc(OC)c2c(C)c(Cl)c(=O)oc2c1	22	-0.7	-2	-2	-6	1	10	0	1
CC(Oc1cc2oc(=O)c3c(c2cc1Cl)CCC3)C(=O)NCCCn1ccnc1 (stereo unspecified)	4	2.9	-11	-45	-8	-8	-1	-8	-3
Cc1cccc(CSc2nnc(Cn3c(=O)sc4ccccc43)n2C)c1	-1	0.6	-5	-4	0	7	8	5	3
Cc1ccc(-c2[nH]nc3c2C(c2ccc(OC(=O)N4CCOCC4)cc2)C(C#N)=C(N)O3)cc1 (stereo unspecified)	6	-1.0	-1	8	-1	0	22	12	-2
CCc1nc(SCC(=O)Nc2nnc(C(C)C)s2)n[nH]1	·	·	·	·	-4	-9	5	0	·
O=C(Cn1c(=O)n(Cc2ccc(F)cc2)c(=O)c2ccccc21)NCC1CCCO1 (stereo unspecified)	-39	1.4	-12	-10	-13	12	20	5	-2
CN(Cc1ccc(N(C)C)cc1)C(=O)c1cc2ccccc2o1	9	4.5	-20	-12	-30	7	9	0	5
CCOC(=O)C1=C(COC(=O)CNS(=O)(=O)c2c(F)cc(F)cc2Br)NC(=O)NC1C (stereo unspecified)	·	·	·	·	3	5	-2	-1	·
COc1ccc(Cl)cc1NC(=O)[C@@]1(CC(=O)O)CC(/C=C/c2ccccc2)=NO1	7	-1.9	-19	0	-1	-8	-6	-3	-4
Cc1ccc(S(=O)(=O)N2CCN(Cc3csc(C)n3)CC2)cc1	-8	0.3	4	18	-36	-6	4	1	-3
COc1ccc(C2CC(c3cc(OC)ccc3OC)n3nnnc3N2)cc1 (stereo unspecified)	-4	-3.1	1	11	14	3	-2	1	3
CCN(CC)S(=O)(=O)c1ccc(NS(=O)(=O)c2ccc3oc(=O)[nH]c3c2)cc1	-27	2.9	-14	-11	-24	-4	2	-2	-3
COc1ccccc1OCC(=O)NCC1CCCN(C(=O)c2ccccc2SC)C1 (stereo unspecified)	39	-0.6	5	14	0	-8	1	-4	-5
CCN1CCN(CCCN(Cc2ccco2)C(=S)Nc2ccccc2Cl)CC1	8	-0.2	-10	-3	-2	-6	-15	-13	-1
O=C(NC(Cc1ccccc1)C(=O)O)/C(=C\c1ccco1)NC(=O)c1ccco1 (stereo unspecified)	-27	-1.2	2	7	-6	-8	13	-9	-5
COc1ccc(CN2C3CCC2CC(NC(=O)c2cc(OC)c(OC)c(OC)c2)C3)cc1 (stereo unspecified)	15	3.9	8	2	21	-10	12	3	-7
Cc1ccccc1OCC(=O)OCC(=O)Nc1cc(C(F)(F)F)ccc1N1CCOCC1	-11	-2.3	-2	-22	-5	-5	-10	-3	3
COc1ccc(CNC(=O)CCc2ccc(S(=O)(=O)N3CCCCCC3)cc2)cc1	6	-0.5	-10	-30	1	5	-3	10	-2
COc1ccc(OCC(NS(=O)(=O)c2ccc(-n3cnnn3)cc2)C(C)C)cc1 (stereo unspecified)	3	0.5	3	-23	14	-1	-8	-3	-4
OCc1c(Cl)nc2ccccn12	39	-1.3	9	15	5	2	7	1	0
COc1cccc(NC(=O)C2CCN(S(=O)(=O)c3ccc4c(c3)N(C(C)=O)CCO4)CC2)c1	12	0.7	-8	6	-15	13	3	-4	-4
CCOc1ccccc1N1CCN(Cc2ccco2)CC1	19	-0.6	-7	9	-49	6	-21	2	-2
CCCSc1nc(-c2ccccc2)cc(C(F)(F)F)c1C#N	-7	0.9	7	-5	6	0	24	6	-1
CCCCn1c(O)c(N=NC(=O)Cn2c(C(F)(F)F)nc3ccccc32)c2ccccc21	27	2.3	0	-11	8	-5	-1	-1	-1
CSc1nnc2c3c4c(sc3nc(-n3nc(C)cc3C)n12)COC(C)(C)C4	·	·	·	·	-3	0	-5	8	·
Cc1ccc(NC(=O)CN(C)C(=O)CSc2n[nH]c(N)n2)cc1	-9	-1.5	-15	14	6	-6	-13	-3	-1
COc1ccc(NC(=O)CSCC(=O)Nc2cccc3ncccc23)cc1	2	0.1	-2	-4	-4	-5	8	-7	2
Cc1cccc(NC(=O)CCN2CC(C)CC(C)C2)c1 (stereo unspecified)	1	1.2	-10	-15	6	-19	9	-8	-5
NC(=O)c1ccc(F)cc1	-7	0.4	-8	-14	1	-10	9	-6	5
COc1cc(N)ccc1NC(=O)c1cc2ccccc2o1	-60	-0.4	-77	-102	-84	1	3	-11	-4
COc1ccc(C(=O)NCc2ccncc2)cc1OC	9	-0.4	0	3	-5	-4	-1	-8	2
NS(=O)(=O)c1ccc(NC(=O)NC2CCCCC2)cc1	-8	2.3	-13	5	-2	-2	3	3	-3
O=C(C1=C(O)C(=O)N(Cc2ccco2)C1c1cccs1)c1cccs1 (stereo unspecified)	-7	1.2	5	-7	0	-14	7	4	-1
CCn1c(SC)nnc1-c1ccc(S(=O)(=O)N2CCCCC2)cc1	-2	-0.5	-6	-13	5	-5	-12	0	-1
O=P(OC1CCCCC1)(OC1CCCCC1)C(Nc1ccccc1)c1cccnc1 (stereo unspecified)	46	-0.7	9	4	5	-6	12	-15	-3
CCNS(=O)(=O)c1ccc(NS(=O)(=O)c2cc(C)ccc2C)cc1	17	-0.2	-3	7	4	7	-4	-2	-2
CCC(=O)N1CCN=C1SCc1c(F)cccc1Cl	-6	2.8	3	-3	-9	-10	5	-5	-4
CCc1c2ccccc2nn1-c1ccccc1C(=O)C(C)=O	14	-1.2	-5	-4	15	-13	12	7	-3
COc1ccc(-c2csc(NC(=O)COc3ccc(N(C)S(=O)(=O)c4ccc(C)cc4)cc3)n2)cc1	14	4.2	-4	-13	50	7	17	-7	0
CCOC(=O)c1cnc2c(Cl)c(Cl)ccc2c1N1CCN(C)CC1	-4	-0.3	5	-22	11	-3	4	-1	-3
COc1ccc(CC(=O)N/N=C(\C)CC(=O)Nc2ccc(N(C)C)cc2)cc1	5	1.0	-13	3	-8	-1	4	-1	-7
Cc1cccc(N=C/C(C(=O)C(F)(F)F)=C(\O)c2ccco2)c1	-103	7.1	-129	-141	-12	-6	20	7	3
N#CC1=C(N)C(C#N)(C#N)C(c2cccnc2)C2COCC=C12 (stereo unspecified)	14	-1.7	8	8	13	-25	1	-1	-1
Cc1nc2nc(COc3ccccc3)nn2c(C)c1Cl	19	2.2	-2	6	-5	3	-30	-2	4
CCCCCCCCCCC[C@@H](C[C@@H]1OC(=O)[C@H]1CCCCCC)OC(=O)[C@H](CC(C)C)NC=O	30	1.6	3	-59	-6	14	18	10	-4
Cc1cccc(N2CCN(C(=O)n3ccnc3)CC2)c1C	17	-0.7	-6	5	6	0	9	9	-1
COC(=O)c1cc(C(=O)OCC(=O)NC2CCS(=O)(=O)C2)cc([N+](=O)[O-])c1 (stereo unspecified)	28	-2.1	1	14	3	4	-7	2	1
COc1ccc(C2c3ccc(O)cc3Oc3ncn(CCCO)c(=N)c32)cc1OC (stereo unspecified)	19	1.1	15	3	3	-14	0	-9	1
O=C1CCC(/C=C/c2ccccc2)=NN1Cc1ccccc1Cl	16	2.0	-8	-19	3	-8	-7	5	-1
